Bioassay records (PubChem BioAssay)
thrombin 1536: inhibitors of human thrombin; 220,000 tested, 0.26% active; P00734; alpha-thrombin, Boc-VPR-AMC fluorogenic substrate cleavage; inhibition, % at 5 µM;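 active = inhibition at or above 40%; inactive = inhibition below 40%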;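 note: 0% = enzyme with no compound and 100% = wells without enzyme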
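Material: human alpha-thrombin protein; Also added: Boc-VPR-AMC substrate, 15 µM final; Timing: enzyme reaction carried out at room temperature; Signal: fluorescence, ex 355 nm, em 460 nm; Measure: % inhibition of thrombin; Controls: enzyme without compound as high, wells lacking enzyme as low.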
eIF4E 4G PPI: eIF4E/eIF4G interaction inhibition in translation initiation; TR-FRET eIF4E-eIF4GI(517-606) binding, 2 h; P63073+Q04637; inhibition, % at 21.7 µM; 220,000 tested, 0.37% active;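 note: 0% = full FRET control wells and 100% = background wells lacking eIF4GI fragment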
14-3-3 Bad PPI: disrupts binding of bovine 14-3-3 zeta to phospho-Bad peptide; inhibition, % at 21.7 µM; TR-FRET 14-3-3zeta/Dy647-pBad peptide displacement, 1 h; 220,000 tested, 0.71% active; P63103;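 active = inhibition above about 70%, limit read from the data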;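 note: 0% = full 14-3-3 plus peptide FRET controls and 100% = background without 14-3-3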
p47phox inh: blocks human p47phox regulatory protein of NADPH oxidases; p47phox/p22phox peptide binding, fluorescence polarization, 2 h; inhibition, % at 24.7 µM; 220,000 tested, 0.53% active; AID 1274;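 note: 0% = p47phox with labelled peptide and 100% = labelled peptide alone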
Rad51 HR inh: Rad51 (human) homologous recombination inhibition. 200,000 tested, 0.085% active. hRad51 DNA strand exchange, fluorescence dequenching. AID 1385. Q06609. inhibition, % at 10 µM;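 active = inhibition above 40% at the single screening dose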;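 note: 0% = DMSO control wells and 100% = blanks with heterologous ssDNA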
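Material: hRad51 filaments on single-stranded DNA; Reagent: Donor/quencher-labelled 47-bp dsDNA substrate; Compound: 10 µM final, single point; Schedule: 37 °C 15-min filament assembly, 30-min compound preincubation, 15-min exchange; Technique: FRET fluorescence, excitation 485 nm, emission 520 nm; Benchmarks: control wells and blank wells on each plate.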
Cl transport mod: modulators of human KCC2 chloride dependent transport | Q9H2X9 | 190,000 tested, 2.2% active | B-score of Tl+ flux slope (higher = more flux/activation; lower = inhibition) at 10 µM | AID 1456 | KCC2 cells, thallium flux FluoZin-2 fluorescence;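 active = thallium flux slope and its plate-corrected score both differing from the plate sample mean at a set confidence after two filtering rounds, in either direction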;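 note: slope of fluorescence scaled to starting intensity during 10 to 20 s after thallium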
Furin inhibitor: blocks human furin protease activity; P09958; purified furin, fluorogenic substrate cleavage; inhibition, % at 30 µM; 220,000 tested, 0.061% active; AID 463115; in the data active = inhibition above about 25%; note: inactives centre near -15
Target sequence (P09958 108-714 limits assumed): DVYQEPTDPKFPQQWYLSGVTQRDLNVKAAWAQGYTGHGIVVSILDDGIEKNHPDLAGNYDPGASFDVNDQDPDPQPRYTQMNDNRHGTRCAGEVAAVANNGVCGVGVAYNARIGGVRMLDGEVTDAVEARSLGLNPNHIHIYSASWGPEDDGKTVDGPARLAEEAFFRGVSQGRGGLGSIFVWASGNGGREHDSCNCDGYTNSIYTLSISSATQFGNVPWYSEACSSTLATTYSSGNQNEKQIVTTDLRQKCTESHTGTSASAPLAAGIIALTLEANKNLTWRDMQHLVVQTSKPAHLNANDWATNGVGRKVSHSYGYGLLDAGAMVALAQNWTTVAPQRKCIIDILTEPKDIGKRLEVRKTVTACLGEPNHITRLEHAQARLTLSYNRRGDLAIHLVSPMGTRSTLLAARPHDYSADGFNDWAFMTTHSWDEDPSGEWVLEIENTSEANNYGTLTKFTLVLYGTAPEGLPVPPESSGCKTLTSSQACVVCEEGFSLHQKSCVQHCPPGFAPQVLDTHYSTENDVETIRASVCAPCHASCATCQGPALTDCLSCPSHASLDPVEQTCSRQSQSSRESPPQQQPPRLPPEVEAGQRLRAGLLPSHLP
EBV gp42 inh: inhibitors of Epstein-Barr virus glycoprotein 42. inhibition, % (tested at 21.74 µM). AID 1085. Fluorescence polarization binding assay, mP read-out. Q1HVG2. 220,000 tested, 0.42% active; in the data active = inhibition above about 50%
Target sequence (Q1HVG2 whole entry, looked up): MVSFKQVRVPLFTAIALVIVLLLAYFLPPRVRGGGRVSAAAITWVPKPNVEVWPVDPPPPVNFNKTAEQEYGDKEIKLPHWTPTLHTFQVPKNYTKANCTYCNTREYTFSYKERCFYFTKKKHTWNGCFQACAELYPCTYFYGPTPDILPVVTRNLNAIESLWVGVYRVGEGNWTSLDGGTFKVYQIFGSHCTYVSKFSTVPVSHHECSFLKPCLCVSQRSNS
KLK5 inh: blocks human kallikrein 5 protease activity | recombinant hK5, fluorogenic AMC substrate cleavage | inhibition, % at 5 µM | 210,000 tested, 0.59% active | AID 873;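 active = inhibition of 40% or more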;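 note: 0% = enzyme controls without compound and 100% = no-enzyme blanks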
An asterisk follows results filed as active; / = no result given; [ ] = remark or other dose.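 Rule for the calls, unless noted: active = inhibition above about 30% (limit read from the data); inactive = the rest.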

thrombin 1536	eIF4E 4G PPI	14-3-3 Bad PPI	p47phox inh	Rad51 HR inh	Cl transport mod	Furin inhibitor	EBV gp42 inh	KLK5 inh	molecule
-6.5	4.1	-19.8	6.8	3.0	0.887	-25.4	-21.6	-2.0	CCOC(=O)Cn1nnnc1C
-2.7	-1.9	-29.2[fluorescence artefact?]	-12.7	-7.2	-2.73	-18.7	5.3	-22.8	CC(=O)C1=C(C)NC(SCC(=O)Nc2nccs2)=C(C#N)C1c1ccccc1Cl (centres undefined)
-6.3	0.3[fluorescence artefact?]	-10.6	-30.4	7.9	-1.71	-7.5	-4.9	-21.0	Cc1[nH]c2ccccc2c1C(=O)COC(=O)c1c(-c2ccccc2)noc1C
2.7	8.8	-4.2	-12.5	/	0.24	-17.6[20 µM]	-1.6	2.3	Oc1[nH]c2ccccc2c1N=Nc1ccc(C(F)(F)F)cn1
2.5	2.4	11.8	-1.7	3.4	0.799	-16.3	-16.3	3.8	CN1CCN(C(c2cccs2)c2nnnn2Cc2ccc(F)cc2)CC1 (centres undefined)
2.2	3.2	-8.6	-4.2	2.5	-0.634	-6.7[20 µM]	-20.8	-6.4	C=CCNC(=O)NC(=O)COC(=O)/C(C#N)=C/c1cc(C)n(CC(C)C)c1C
-0.3	1.0	-8.4	-8.1	12.5	57.1*	-25.9	-11.3	-8.2	COCCCn1c(=S)[nH]c2c(sc3ccccc32)c1=O
-7.7	3.2	-12.0	-24.8	-0.3	-0.112	-22.2	-3.3	1.1	Cc1ccc(Nc2nc(-c3ccc(O)cc3O)cs2)nc1
2.2	-1.3[fluorescence artefact?]	6.9[fluorescence artefact?]	-1.4	-9.7	-1.41	-1.9	-16.2	-8.9	O=P(O)(CP(=O)(c1ccccc1)c1ccccc1)c1ccccc1
-0.7	-10.8	-16.8	-16.9	/	-1.18	-13.1	-4.1	-6.6	Cc1c(C(=O)c2ccc(Cl)cc2[N+](=O)[O-])c2ccccn2c1CCC#N
2.6	-2.1	8.2	4.5	-11.5	-0.93	-2.8	-2.8	-2.8	COc1ccc(S(=O)(=O)N(CCc2ccccc2)CC(=O)N2CCOCC2)cc1
-0.8	3.9	-8.0	-7.7	-1.1	1.05	-12.1	-26.1	7.4	CCC(=O)Nc1cc2nn(-c3ccc(C)cc3)nc2cc1C
-0.9	5.3	-3.2	4.9	19.6	1.09	-9.3	1.1	5.5	COc1ccc(F)cc1CN1CCN(c2ncnc3scc(-c4ccccc4)c23)CC1
-8.8	-1.6	0.6	0.7	3.2	-0.543	-15.6	-17.7	-11.5	CC(NC(=O)Cc1ccccc1)c1nc2ccccc2[nH]1 (centres undefined)
3.7	0.1	0.7	-12.4	-2.0	-0.364	-9.4	-7.5	-3.9	CC(C)CNC(=O)/C=C/c1cccs1
-6.2	-19.4	13.2	-25.9	-1.1	0.186	-17.5	-3.6	-17.9	CC(C)c1ccc(/C=C/C(=O)Nc2nc3ccc([N+](=O)[O-])cc3s2)cc1
-2.6	6.5	15.2[fluorescence artefact?]	-2.2	/	-0.041	-32.1	-1.3	-16.8	O=C(NN1CCOCC1)c1cc(-c2cccs2)nc2ccccc12
1.2	1.0	3.4	-13.0	/	-1.55	-14.7	0.4	-23.4	CCOc1ccc(OCc2ccc(C(=O)OCc3ccccn3)o2)cc1
98.4*	-1.1	-4.2	-8.0	-0.5	0.677	-20.0[20 µM]	4.1	45.0*	COC(=O)c1nc(NC(=O)c2ccccc2)n[nH]1
2.1	-6.3	-0.8	-1.9	23.9	1.17	-28.9	1.7	-0.5	Cc1ccc(CNC(=O)c2cccnc2Sc2cccc(Cl)c2)cc1
-13.1	11.3	4.2	-12.7	-3.3	-1.25	-14.5[20 µM]	-10.1	-21.7	CCCc1cc(=O)[nH]c(NCc2ccc(Cl)cc2)n1
-2.5	0.9	-1.9	-1.6	-24.8	0.779	-7.3	-13.9	-12.0	CC(=O)Nc1ccc(NC(=O)C/C(C)=N/NC(N)=S)cc1
2.4	3.0[fluorescence artefact?]	-14.4[fluorescence artefact?]	-1.9	6.7	-0.503	-29.2	-4.8	-141.2	CC(=O)Nc1nc2n(n1)C(c1ccc(Cl)cc1)C=C(C)N2 (centres undefined)
-13.8	9.6	-9.6	-6.9	-9.4	0.518	-17.8	-4.5	-22.6	O=C1C2CC=CCC2C(=O)N1Cc1ccccc1Cl (centres undefined)
4.2	-1.8	0.0	-8.7	-5.1	-1.03	-13.8	-2.3	-2.2	Cc1ccc(CCNC(=O)c2cc(C)nn2-c2ccccc2)cc1
-9.7	12.7	1.6	3.9	-2.0	1.18	-2.7	-11.8	-9.5	CC(=O)Nc1c(C)cc(S(C)(=O)=O)cc1C
-8.2	-1.1	-6.8	-21.6	0.9	-1.09	-7.5	-13.2	1.2	N#C/C(=C/c1cn(CC(=O)O)c2ccccc12)C(=O)NCc1ccccc1
-2.0	-3.4	6.5	-9.2	-10.2	-0.766	-3.6	-11.3	-0.6	CCN(CC)c1ccc(NC(=O)C2CCCN(S(=O)(=O)c3cccnc3)C2)c(C)c1 (centres undefined)
-8.7	3.7	0.1[fluorescence artefact?]	-4.0	19.3	-0.122	-5.9	-2.9	-14.7	COc1ccccc1OCCNC(=O)c1cc(SC)ccc1Cl
1.6	0.5	1.0	-8.4	-1.0	-0.132	-21.1	-13.4	-20.9	Clc1ccc2c(c1)CNc1c(ncnc1N1CCOCC1)O2
-13.0	1.2	-12.4[fluorescence artefact?]	-12.2	1.5	-0.582	-0.8	-13.0	-31.7	CCCCOC(=O)CSC1=C(C#N)C(c2ccc3c(c2)OCO3)CC(=O)N1 (centres undefined)
-3.9	2.3	0.3	-1.8	-0.5	-1.03	-29.4	-8.5	-13.9	Cc1cc2ccccc2c(=O)n1CC(=O)NCC(=O)N(C)Cc1ccccc1
-1.1	-5.0	-9.8	-0.4	9.6	0.29	-25.2	9.2	-1.7	O=C(Nc1ccccc1Cl)N1C2CCC1CC(O)(c1cccnc1)C2 (centres undefined)
-5.1	2.6	5.4	-2.9	-10.7	-0.441	-7.2	-10.8	6.1	CCOc1ccc(S(=O)(=O)N(C)c2ccc(OCC(=O)OCc3c(C)noc3C)cc2)cc1
-1.9	3.8	-6.3	-0.6	4.9	/	-20.5[20 µM]	-11.7	-10.7	CCOC(=O)/C(C#N)=C/c1ccc(OCC(=O)Nc2cc(C)ccc2C)c(OC)c1
-5.0	1.4	-19.0[fluorescence artefact?]	-63.9	-5.7	1.88	-10.1	-36.1	-18.0	COC(=O)Cn1c(=NC(=O)c2cc(-c3cccs3)nc3ccccc23)sc2cc(S(N)(=O)=O)ccc21
-6.5	0.6	29.0[fluorescence artefact?]	1.5	9.5	0.6	-20.2	-2.7	-12.5	CN(C)CCOc1ccc2ccccc2c1
-10.3	-2.8	-14.2	-7.7	12.6	-0.383	-19.6	-0.2	-8.5	COc1nc2c(c(-c3cc(Br)cs3)c1C#N)Cc1ccccc1-2
0.7	-17.2	-0.5	-18.9	-10.5	/	-14.2	-2.8	-18.3	N#Cc1nc(-c2ccc(OCc3ccccc3)cc2)oc1NCc1ccco1
-1.8	2.0	-0.9	-6.2	-21.5	0.824	2.7	2.2	0.6	CCOC(=O)C1=C(C)NC2=C(C(=O)CC(C)(C)C2)C1c1ccc(O)c(OCC)c1 (centres undefined)
-7.7	3.5	-4.3	-3.2	-0.9	-0.433	-24.7	-6.5	-4.8	O=C(Cn1nc(C(=O)O)c2ccccc2c1=O)NC12CC3CC(CC(C3)C1)C2
0.7	0.7	31.7	-17.5	3.9	-0.938	-17.0	7.1	3.9	COc1ccc2c(c1)C(C)=CC(C)(C)N2C(=O)CNCc1ccc2c(c1)OCO2
-8.9	-1.7	-3.5	-9.7	3.9	/	-3.7[20 µM]	-18.6	-3.4	COCc1[nH]nc2c1C(c1ccccc1Cl)C(C#N)=C(N)O2 (centres undefined)
-2.8	3.8	-5.7	-23.2	-8.9	0.918	-16.6	-4.5	-23.6	COc1ccccc1CNC(=O)Nc1cccs1
-9.4	-0.2	-3.9	-5.7	-10.8	0.95	-14.8	-11.1	-9.0	Cc1ccc2c(c1)Oc1ccc([N+](=O)[O-])cc1C(=O)N2
1.7	-4.9	-4.6	-6.1	-0.8	-0.203	-18.4[20 µM]	-12.6	8.8	CCOc1ccccc1OCC(O)CNC (centres undefined)
-15.3	0.8	-11.5	-12.9	2.3	-0.903	-16.3	-15.6	-5.4	COc1ccc(C)cc1C(=O)CCC(=O)NC1CCCCC1
3.9	1.0	-8.0	-8.3	1.2	0.441	-13.0	-9.1	-4.0	CC(C)(C)OC(=O)N1CCC[C@H]1C(=O)NCC1CCC(C(=O)O)CC1 (some centres undefined)
-0.2	-0.8	16.1	-14.0	9.3	0.959	-6.1	-9.1	-3.1	NS(=O)(=O)c1ccc(CCNCC(=O)NC2CC2)cc1
-12.0	-5.6	16.0	-4.0	-6.2	/	-11.3	-4.1	-16.9	O=S(=O)(c1cccs1)n1nnc2ccccc21
1.9	0.5	-1.4[fluorescence artefact?]	-5.2	1.4	-0.355	-12.2[20 µM]	-19.4	29.5	COCCN(C(=O)C(C)C)c1nnc(-c2ccc(C)cc2)s1
-0.3	2.2	-28.7	-16.7	-0.1	-0.393	-12.6	-7.2	-14.8	CN(C)c1ccc(/C=C/C(=O)c2ccc3c(c2)OCCO3)cc1[N+](=O)[O-]
-2.4	1.8	1.2	-10.5	-5.6	-1.7	-13.1	-5.0	-17.2	CCOC(=O)c1c(C)c(C(=O)N2CCN(c3ccc(F)cc3)CC2)c(C)n1C
